# From PubChem BioAssay
# Cav3 T inh – human Cav3.2 channel inhibition, primary screen; 100,000 compounds, 4% hits; B-score at 10 µM; O95180; Cav3.2-expressing cells, Fluo-4 calcium fluorescence FDSS; active compounds read low;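 active means single-dose well whose peak fluorescence ratio is a statistical outlier from its plate by either plate-standardised score or position-corrected B-score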
# Target sequence (O95180 whole entry, looked up): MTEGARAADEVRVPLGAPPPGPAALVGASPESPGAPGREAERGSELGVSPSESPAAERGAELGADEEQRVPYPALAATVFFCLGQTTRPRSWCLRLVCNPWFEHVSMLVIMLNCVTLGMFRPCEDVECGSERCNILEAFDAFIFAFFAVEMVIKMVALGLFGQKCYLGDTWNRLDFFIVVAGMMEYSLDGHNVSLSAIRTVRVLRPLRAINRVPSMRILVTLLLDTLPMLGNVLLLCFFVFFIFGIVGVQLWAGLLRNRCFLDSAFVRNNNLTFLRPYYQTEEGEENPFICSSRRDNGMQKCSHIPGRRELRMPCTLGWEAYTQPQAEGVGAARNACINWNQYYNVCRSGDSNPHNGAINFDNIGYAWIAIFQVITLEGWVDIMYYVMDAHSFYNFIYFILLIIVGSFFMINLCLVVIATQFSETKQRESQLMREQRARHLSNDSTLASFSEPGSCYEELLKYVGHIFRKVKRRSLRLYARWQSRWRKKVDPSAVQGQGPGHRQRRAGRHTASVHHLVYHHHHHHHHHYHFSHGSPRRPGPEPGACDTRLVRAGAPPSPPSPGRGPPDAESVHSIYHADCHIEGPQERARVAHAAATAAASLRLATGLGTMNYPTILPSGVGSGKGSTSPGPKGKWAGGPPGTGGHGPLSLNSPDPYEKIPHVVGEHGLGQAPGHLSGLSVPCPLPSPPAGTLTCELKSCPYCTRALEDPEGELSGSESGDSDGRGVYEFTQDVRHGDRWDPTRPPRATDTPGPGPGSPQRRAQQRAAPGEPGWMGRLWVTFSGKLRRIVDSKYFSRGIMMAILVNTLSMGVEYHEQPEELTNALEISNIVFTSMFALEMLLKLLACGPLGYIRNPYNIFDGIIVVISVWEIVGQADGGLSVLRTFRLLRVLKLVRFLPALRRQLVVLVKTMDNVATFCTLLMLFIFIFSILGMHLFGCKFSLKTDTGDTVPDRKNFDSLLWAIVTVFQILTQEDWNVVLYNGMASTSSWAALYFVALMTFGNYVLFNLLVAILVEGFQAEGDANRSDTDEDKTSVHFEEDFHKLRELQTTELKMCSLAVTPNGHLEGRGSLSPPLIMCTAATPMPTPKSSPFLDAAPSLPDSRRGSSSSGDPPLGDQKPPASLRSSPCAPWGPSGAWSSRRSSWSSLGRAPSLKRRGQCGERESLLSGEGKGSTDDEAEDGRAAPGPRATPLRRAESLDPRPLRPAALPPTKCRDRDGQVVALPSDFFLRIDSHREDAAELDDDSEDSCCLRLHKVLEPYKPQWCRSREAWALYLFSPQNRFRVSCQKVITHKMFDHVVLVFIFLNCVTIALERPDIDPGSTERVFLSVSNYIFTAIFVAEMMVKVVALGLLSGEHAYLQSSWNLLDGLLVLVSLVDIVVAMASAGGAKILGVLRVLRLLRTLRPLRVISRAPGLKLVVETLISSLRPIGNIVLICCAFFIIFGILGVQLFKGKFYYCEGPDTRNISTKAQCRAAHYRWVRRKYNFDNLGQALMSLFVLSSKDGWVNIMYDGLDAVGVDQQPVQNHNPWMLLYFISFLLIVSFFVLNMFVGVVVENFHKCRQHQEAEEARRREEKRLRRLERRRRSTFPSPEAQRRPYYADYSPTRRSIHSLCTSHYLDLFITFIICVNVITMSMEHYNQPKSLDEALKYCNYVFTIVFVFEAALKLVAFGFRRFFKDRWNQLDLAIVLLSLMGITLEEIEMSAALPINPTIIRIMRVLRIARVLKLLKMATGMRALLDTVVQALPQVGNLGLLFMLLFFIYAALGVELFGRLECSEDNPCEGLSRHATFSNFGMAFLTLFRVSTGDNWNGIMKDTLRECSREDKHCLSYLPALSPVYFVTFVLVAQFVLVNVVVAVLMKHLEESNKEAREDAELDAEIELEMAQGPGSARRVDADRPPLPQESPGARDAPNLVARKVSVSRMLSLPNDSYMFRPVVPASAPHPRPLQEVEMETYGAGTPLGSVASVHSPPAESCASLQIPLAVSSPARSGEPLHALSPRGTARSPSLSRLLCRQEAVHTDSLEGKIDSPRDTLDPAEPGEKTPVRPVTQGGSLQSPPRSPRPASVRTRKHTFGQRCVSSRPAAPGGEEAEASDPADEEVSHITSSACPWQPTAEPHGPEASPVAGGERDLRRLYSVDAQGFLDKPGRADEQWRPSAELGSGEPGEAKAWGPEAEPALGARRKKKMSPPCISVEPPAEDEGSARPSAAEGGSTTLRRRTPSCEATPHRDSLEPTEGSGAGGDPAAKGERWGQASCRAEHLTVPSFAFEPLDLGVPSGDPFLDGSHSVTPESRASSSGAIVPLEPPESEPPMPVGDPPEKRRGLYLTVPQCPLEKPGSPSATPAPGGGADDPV
# * hit, by the source's call.
SMILES,Cav3 T inh
CCn1nc(C(=O)N2CCc3ccccc3C2)c2ccccc2c1=O,1.4
COc1cc(OC)c(C2Oc3nc(SC)nnc3-c3ccccc3N2C(C)=O)cc1OC (stereo unspecified),0.49
CCC(C)(C)n1nnnc1CN1CCC(c2nc3ccc(C)cc3[nH]2)CC1,0.69
CCn1ncc(C2=NOC(C(=O)N3CCC(C(N)=O)CC3)C2)c1C (stereo unspecified),0.72
CCOC(=O)c1c(C)n(CC(O)c2ccccc2)c2ccc(O)cc12 (stereo unspecified),-0.91
CCOC(=O)Cc1cc(=O)[nH]c(Nc2nc3ccccc3o2)n1,-1.3
Cc1ccc(C(=O)OCC(=O)Nc2ccc3c(c2)OCO3)o1,-0.17
O=C(COc1cc(Cl)c(Cl)cc1Cl)Nc1ccncc1,-0.17
O=C(C1CCC(CNS(=O)(=O)c2cccc3nsnc23)CC1)N1CC=C(c2ccccc2)CC1 (stereo unspecified),-7.9*
OCCCN1c2ccccc2Nc2nnc(-c3ccccc3)cc21,0.49
CC(C)c1ccccc1NC(=O)c1ccco1,0.03
CCCn1c(/N=C/c2cc(OC)ccc2O)nc2ccccc21,0.035
COc1ccc(NC(=O)CN2CCN(C(=O)c3ccco3)CC2)c(OC)c1,0.16
CCOC(=O)N1CCN(C(=O)Cc2ccc(-n3c(=S)[nH]c4ccccc4c3=O)cc2)CC1,0.31
COc1ccc(OC)c(/C=N/N(C)c2ccccc2)c1,-0.033
Cc1cc(=O)[nH]c(Cc2ccc(OC(C)C)cc2)n1,0.14
CSc1ccc(S(=O)(=O)Nc2c(C)cccc2C)cc1,0.06
Cc1cc(C)nc(N(C#N)CCOc2ccc(Cl)cc2)n1,-1.3
COc1cc2nc(SCC(=O)NCCc3ccccc3)n(Cc3ccco3)c(=O)c2cc1OC,0.78
COc1ccc(CCNC(=O)CCS(=O)(=O)c2ccc(C)cc2)cc1OC,0.69
C=CCN(CC(=O)NCC1CCCO1)C(=O)CCC(=O)Nc1cc(C)on1 (stereo unspecified),-1.2
CCCCCCCCCOC(=O)C[n+]1csc(CCO)c1C,2
CCCCC(CCC(=O)Nc1nccs1)C(=O)O (stereo unspecified),0.03
COc1ccc(C(C)N2CC34C=CC(O3)C(C(=O)OCC(C)C)C4C2=O)cc1 (stereo unspecified),-1.2
CC(N=Cc1cccc(O)c1O)c1ccccc1 (stereo unspecified),1
COc1ccc(CNC(=O)c2ccc(NC(=O)C3CCCO3)cc2)cc1 (stereo unspecified),0.13
CC(C)(O)c1ccc2c(c1)CCC1C(C)(C(=O)O)CCCC21C (stereo unspecified),0.17
Cc1ccc(C(C)C)c(OCCNC(=S)Nc2cccc3ccccc23)c1,-2.3
Cc1ccc(NC(=O)CSc2nnc(COc3ccc(C#N)cc3)n2-c2ccccc2)cc1C,0.16
COc1cc(/C=N/Nc2nc(N3CCCC3)nc(N3CCCC3)n2)ccc1O,0.14
CCOC(=O)CC1=NC(=O)CS1,0.48
COC(=O)c1ccccc1NC(=O)c1cc(C2CC2)on1,-1
Cc1ccc2c(c1)nnn2C1CCN(CC(=O)NCCc2nc3ccccc3[nH]2)CC1,0.72
COc1ccc(-c2noc(CCC(=O)NCCCN3CCC(Cc4ccccc4)CC3)n2)cc1,-1.1
O=C(O)C1CC(=O)N(CCc2ccccc2)C1 (stereo unspecified),0.52
COc1ccc(S(=O)(=O)NC(C)(C)C)cc1-c1nnc2c3ccccc3c(C)nn12,0.1
CCOCCCN(C(=O)Cn1nnc2ccccc21)C(C(=O)NCc1ccco1)c1ccncc1 (stereo unspecified),0.049
O=C(C1CCN(S(=O)(=O)c2cccc3nsnc23)CC1)N1CCCc2ccccc21,1.6
COc1ccc(N(CC(=O)NCCSC2CCCCC2)S(C)(=O)=O)c(OC)c1,-3
C/C(Cl)=C/Cn1c(NCCCn2ccnc2)nc2c1c(=O)[nH]c(=O)n2C,0.35
Cc1nnc2sc(-c3ccc(NC(=O)CSc4ccc(Cl)cc4)cc3)nn12,0.49
COc1cccc(NS(=O)(=O)c2ccc(S(=O)(=O)N3CCOCC3)cc2)c1,-0.83
COc1ccc(Cn2nnnc2C(c2ccccc2)N2CCN(C3CCCC3)CC2)cc1 (stereo unspecified),0.67
CC1CC(C)CN(c2ncc3c(n2)CC(c2ccccc2Cl)CC3=O)C1 (stereo unspecified),-1.4
CC(C)N1C(=O)C2C(C(=O)NCc3ccccc3)C3C=CC2(O3)C1C(=O)NC(C)(C)C (stereo unspecified),-0.008
O=C(N/N=C/c1cccn1-c1ccc([N+](=O)[O-])cc1)C(O)c1ccccc1 (stereo unspecified),-0.28
CN(C)c1nc2n(c(=O)n1)CCO2,0.41
Cc1ccc(C(=O)Nc2ccccc2C(=O)NCc2ccco2)cc1S(=O)(=O)N1CCCCC1,-2.2
Cn1c(CSc2nc3ccc(Br)cc3[nH]2)nc2ccccc21,-0.035
CCCCOc1ccc(NC2=NC3(CCCC3)N=C(N)N2)cc1,1
Cc1ccc(C(=O)Oc2cccc(NC(=O)c3cccs3)c2)cc1S(=O)(=O)N1CCOCC1,0.87
Cc1ccc(Nc2nnc(SCc3ccccc3)s2)cc1,-0.52
O=C(CCn1c(=O)oc2ccccc21)Nc1nccs1,-0.55
Cc1nc2cc(NC(=O)COc3ccc(C#N)cc3)ccc2n1-c1ccccc1,1.2
c1ccc(-c2nc[nH]c2-c2ccccc2)cc1,-0.29
Cc1ccc(-c2nn3c(C)nnc3s2)cc1NCc1c(F)cccc1Cl,-1.8
CCOc1cc(CNCCO)cc(Br)c1OCc1cccs1,1.2
CCOc1ccc2nc(NC(=O)C(CCSC)NS(=O)(=O)c3cccs3)sc2c1 (stereo unspecified),0.3
N#CC(C(=O)Nc1cccc(Cl)c1)=C1Nc2ccccc2N1,0.51
CCOC(=O)c1ccc(N=C2C(=S)N(c3ccc(C(=O)OCC)cc3)C(=N)N2/N=C/c2ccccc2)cc1,-1.9
# (more compounds)
SMILES,Cav3 T inh
O=C(c1ccccc1)n1nnc2ccccc21,0.38
CC1=C(C(=O)Nc2ccc(C)cc2)C(c2ccc(N(C)C)cc2)NC(=O)N1 (stereo unspecified),2.1
O=C1CCCC(=NCc2ccco2)C1,0.26
O=C(COC(=O)c1cccnc1Cl)c1ccccc1,0.73
Cc1cccc(-c2noc(CCC(=O)NCc3ccco3)n2)c1,0.58
CC(c1ccccc1)n1cc(C(=O)NCc2ccccn2)nn1 (stereo unspecified),-0.42
CC(CN1CCCCC1)OC(=O)c1ccc2c(c1)OCO2 (stereo unspecified),0.29
C#CCOCCOCCOCCNc1nc(N2CCOCC2)nc(N2CCN(C(=O)[C@H]([C@@H](C)O)n3cc(CCCCN)nn3)CC2)n1,-0.73
OC1CCCN(Cc2cccc3ccccc23)C1 (stereo unspecified),-0.77
COCCCNc1nc2c(c(=O)n(C)c(=O)n2C)n1Cc1cccc(OC)c1,-0.43
CC(=O)Nc1c2c3c(cccc3n(C)c1=O)C(=O)c1ccccc1-2,0.65
CC(=O)c1sc(NC(=O)c2ccccc2F)nc1C,-0.78
Cc1ccc(S(=O)(=O)N2CCN(C(=O)COC(=O)COc3ccccc3)CC2)cc1,1.1
CS(=O)(=O)N1CCN(C(=O)c2ccncc2)CC1,1.1
CC(C)(C)c1ccc(C(=O)N2CCC(C(=O)NCc3ccncc3)CC2)cc1,1
CSCc1c(C(=O)NC2CCCc3ccccc32)oc2ccccc12 (stereo unspecified),-0.18
COc1ccc(N=C2SC(C(N)=O)CC(=O)N2CCc2ccc(OC)c(OC)c2)cc1 (stereo unspecified),0.76
NCC(O)COc1ccc2c(c1)OCO2 (stereo unspecified),0.91
CC(=O)NCCn1c(SCC(=O)c2ccccc2)nc2ccccc2c1=O,0.15
O=C1CC(c2cccc(Cl)c2)C(n2cncn2)C(=O)C1C1NCCc2ccccc21 (stereo unspecified),0.44
Cn1c(=O)c2c(nc(SCc3cccnc3)n2Cc2ccccc2)n(C)c1=O,0.56
CCOC(=O)c1[nH]cnc1C(=O)Nc1ccccn1,0.051
BrC(=C\c1ccccc1)/C=N/N1CCN(c2ccccn2)CC1,0.43
Cc1nc2sc(-c3ccccc3)cc2c(=O)[nH]1,0.74

# Reprinted from the part before: two entries, then new ones.
SMILES,Cav3 T inh
BrC(=C\c1ccccc1)/C=N/N1CCN(c2ccccn2)CC1,0.43
Cc1nc2sc(-c3ccccc3)cc2c(=O)[nH]1,0.74
CCOC(=O)NCc1ccc(S(=O)(=O)Nc2ccc(C)cc2)cc1,-0.57
COc1cc(/C=C2/N=C(C3CCCCC3)OC2=O)cc(OC)c1OC,0.56
CSc1cnn(-c2ccccc2)c(=O)c1SC,-0.05
O=C(NC(=S)NCc1ccccc1)c1ccccc1F,-0.69
Cc1ccc(OCC(=O)n2nc(C)cc2C)c(Br)c1,-0.76
CC(C)NC(=O)C(=O)NCCCOC(C)C,0.57
Cc1c(C(=O)OCc2ccccc2)[nH]c2c1C(=O)CC(c1ccco1)C2 (stereo unspecified),-1.1
CC1CCc2c(sc3nc(SCC(=O)NCc4ccco4)nc(N)c23)C1 (stereo unspecified),-2.5
CCc1nc2n[nH]c(N)c2c2c1CSC(C)(C)C2,0.71
O=C(O)CCCC(=O)Nc1ccc(C(=O)N2CCCCC2)cc1,0.015
Cc1c(NC(=O)c2ccc3c(c2)OCO3)cccc1-c1nc2ccccc2s1,0.69
COc1ccc(NC2=CC(=O)CC(c3ccccc3)C2)c(OC)c1 (stereo unspecified),-0.8
C#CCOC(=O)Nc1cccn(Cc2c(Cl)cccc2Cl)c1=O,-2
Cn1c(=O)[nH]c(=O)c2c1nc(SCC(=O)Nc1ccccc1)n2Cc1ccccc1,-0.36
Cc1cccc(COCC(Cc2ccccc2)N2CCN(C(=O)c3cccc(Cl)c3)CCC2=O)c1 (stereo unspecified),-2.6
O=C(O)/C=C/C(=O)Nc1ccc(F)cc1F,0.77
CCOc1ccccc1NC(=O)c1ccccc1N(C)S(C)(=O)=O,1
CCC(C)c1ccc(OCCCCN2CCOCC2)cc1 (stereo unspecified),-0.11
COc1cc(NC(=O)c2ccccc2)c(OC)cc1NC(C)=O,-0.45
OC(COc1ccc2c(c1)CCC2)Cn1cnc2ccccc21 (stereo unspecified),-2.4
COc1ccc(C(=O)Cn2nnc(-c3ccccc3NC(=O)C3CC3)n2)cc1,0.18
CC(C)Cc1nc2sc3c(NCc4ccco4)ncnc3c2c2c1COC(C)(C)C2,-0.5
CCOc1ccc(NC(=O)c2cc3cc4ccc(OC)cc4nc3o2)cc1,0.54
C=CCSc1nnc(-c2cccnc2)o1,-0.47
COc1ccc(-c2cc(C(=O)NCc3ccc(Cl)cc3)no2)cc1OC,-0.24
CCOC(=O)C[n+]1c(C)sc2ccc(OC)cc21,-0.13
O=C1CC(c2cccs2)CC2=C1C(c1ccccc1)n1ncnc1N2 (stereo unspecified),1.2
COc1ccc(CC(=O)OCc2cc3ccc(C)cc3[nH]c2=O)cc1,0.043
CC(=O)Nc1nc(C)nc(-c2ccccc2OC(C)=O)n1,0.012
COc1ccccc1NC(=O)CN1CCN(CC(=O)Nc2ccc3c(c2)OCO3)CC1,0.34
CCO[C@H]1OC(C(=O)NC2CC2)=C[C@@H](c2csc3ccccc23)[C@@H]1CCCO,1.5
CC(C)NC(=O)N1CCN(c2ccncc2S(=O)(=O)N2CCOCC2)CC1,0.025
CCC(C)C(NC(=O)[C@@H](NC(=O)c1ccccc1F)C(C)C)C(=O)OC (stereo partly specified),2
CCCCCCn1c(C)nc2c(c1=O)c1nc3ccccc3nc1n2/N=C/c1ccco1,-5.1*
Cc1ccc(NC(=O)Cn2cnc3sc(C(=O)NCCN(C)C)c(C)c3c2=O)cc1Cl,0.21
Cc1ccccc1NC(=O)C1(C)Cc2ccccc2C(=O)O1 (stereo unspecified),0.26
CN(CC(=O)NC1CCCCC1)S(=O)(=O)c1cccc2cccnc12,-0.031
CCN(N=O)[C@@H](Cc1ccccc1)CN(N=O)[C@@H](Cc1ccccc1)CN(C)N=O,-0.88
O=S1(=O)CCN2C(Cc3ccc(SC(F)F)cc3)=CSC2=N1,0.0088
S=C(NCc1ccc2[nH]c3c(c2c1)CCCC3)Nc1ccccc1Cl,0.46
COCCCNc1cc(C)nc2ccccc12,0.79
CCOC(=O)Cn1c(=O)c2c(nc3n2CCS3)n(C)c1=O,0.65
Cc1ccc(-c2nc(SCC(N)=O)c(C#N)c3c2CCCC3)cc1,-0.64
CCOc1ccc(NC(=O)C2CC(=O)N(C)C(=Nc3ccc4c(c3)OCO4)S2)cc1 (stereo unspecified),-0.41
Cc1ccc(SCc2cc(=O)n3[nH]c(C)nc3n2)cc1,-0.4
O=C(NCc1ccco1)c1cnc2sccn2c1=O,-0.079
CN1C(=O)c2ccccc2Sc2ccc(NC(=O)NC3CC3)cc21,1.5
CC(=O)c1c(Nc2ccc3c(c2)OCCO3)oc(C)cc1=O,-0.48

# Among those listed so far, these contain an aryl thioether with sulfur outside any ring:
SMILES,Cav3 T inh
COc1cc(OC)c(C2Oc3nc(SC)nnc3-c3ccccc3N2C(C)=O)cc1OC (stereo unspecified),0.49
CSc1ccc(S(=O)(=O)Nc2c(C)cccc2C)cc1,0.06
COc1cc2nc(SCC(=O)NCCc3ccccc3)n(Cc3ccco3)c(=O)c2cc1OC,0.78
Cc1ccc(NC(=O)CSc2nnc(COc3ccc(C#N)cc3)n2-c2ccccc2)cc1C,0.16
Cc1nnc2sc(-c3ccc(NC(=O)CSc4ccc(Cl)cc4)cc3)nn12,0.49
Cn1c(CSc2nc3ccc(Br)cc3[nH]2)nc2ccccc21,-0.035
Cc1ccc(Nc2nnc(SCc3ccccc3)s2)cc1,-0.52
CC(=O)NCCn1c(SCC(=O)c2ccccc2)nc2ccccc2c1=O,0.15
Cn1c(=O)c2c(nc(SCc3cccnc3)n2Cc2ccccc2)n(C)c1=O,0.56
CSc1cnn(-c2ccccc2)c(=O)c1SC,-0.05
CC1CCc2c(sc3nc(SCC(=O)NCc4ccco4)nc(N)c23)C1 (stereo unspecified),-2.5
Cn1c(=O)[nH]c(=O)c2c1nc(SCC(=O)Nc1ccccc1)n2Cc1ccccc1,-0.36
C=CCSc1nnc(-c2cccnc2)o1,-0.47
O=S1(=O)CCN2C(Cc3ccc(SC(F)F)cc3)=CSC2=N1,0.0088
Cc1ccc(-c2nc(SCC(N)=O)c(C#N)c3c2CCCC3)cc1,-0.64
Cc1ccc(SCc2cc(=O)n3[nH]c(C)nc3n2)cc1,-0.4

# A portion of the library; count on the stated rates, not on these rows.
